Akt phos inh: inhibitors of Akt phosphorylation | Neuro2A IGF-stimulated pAkt S473 HTRF, 20 min; stronger effect = lower value | activity change, % for hits at 50 µM | hit rate 0.32% among 360,000 | AID 651550; in the data active = activity change below about -80%; inconclusive = mostly about -51% to -80%; also: % is scaled to controls: 0 for no effect and ±100 for the full control effect
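Single-point screen (50 µM final compound) in Neuro2A cells stimulated 20 min with 6 nM IGF at 37 deg C. After lysis, Ser473-phosphorylated Akt read by HTRF (ex 330 nm, em 615/665 nm) as the 665/615 ratio.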
Mm-Cpn inhibitor: M. maripaludis TRiC chaperonin inhibition; purified Mm-Cpn ATPase, ADP Transcreener TR-FRET; Potency, µM (series often up to 76.9 µM), without a hit: at the highest dose activity, negative = inhibition, usual class: inhibitors; hit rate 0.031% among 330,000; AID 504842; also: potency is read from the fitted curve at half-maximal effect; % is scaled to controls: 0 for no effect and ±100 for the full control effect; nearly all actives have a fitted effect of over 80% in size
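Eu-cryptate anti-ADP/ADP-d2 competition gives a ratio inversely related to ADP. Enzyme at 25 nM was pre-exposed to compound for 10 min, then given 10 uM ATP for 30 min, 37°C throughout.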
PTHR1 agonist: agonists of human PTHR1 parathyroid hormone receptor; Q03431; HEK293 GP2 PTHR1 cells, GloSensor cAMP luminescence, 1 h; Potency, µM (top dose mostly 115 µM), without a hit: top-dose activation, actives largely listed as activators; hit rate 0.075% among 410,000; AID 743266; also: potency is read from the fitted curve at half-maximal effect; nearly all actives have a fitted effect of over 55% in size; some results filed as inactive show a strong effect at the top dose; inactives centre near -15; many of its hits are not listed in these tables
Target sequence (Q03431 whole entry, looked up): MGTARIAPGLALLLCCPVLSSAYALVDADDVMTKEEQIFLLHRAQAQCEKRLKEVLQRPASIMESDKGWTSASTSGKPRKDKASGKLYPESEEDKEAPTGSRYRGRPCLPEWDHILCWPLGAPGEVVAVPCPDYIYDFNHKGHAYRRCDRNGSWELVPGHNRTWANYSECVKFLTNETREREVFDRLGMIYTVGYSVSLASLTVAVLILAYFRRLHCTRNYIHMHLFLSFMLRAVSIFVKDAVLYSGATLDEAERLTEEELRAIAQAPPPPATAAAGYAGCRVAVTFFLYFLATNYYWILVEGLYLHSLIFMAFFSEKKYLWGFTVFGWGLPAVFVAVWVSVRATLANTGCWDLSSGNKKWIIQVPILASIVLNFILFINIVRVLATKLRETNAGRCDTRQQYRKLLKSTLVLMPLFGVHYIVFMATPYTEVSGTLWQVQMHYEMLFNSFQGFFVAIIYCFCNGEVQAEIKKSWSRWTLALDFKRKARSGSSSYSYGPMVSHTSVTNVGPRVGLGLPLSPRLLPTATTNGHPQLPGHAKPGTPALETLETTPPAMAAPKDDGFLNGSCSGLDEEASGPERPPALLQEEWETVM
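HEK-293-derived GP2 cells expressing PTHR1 and a GloSensor cAMP reporter, 3,000/well, plated overnight, given luciferin plus IBMX (each 0.5 mM as added) for 1 h at 37 °C, then compound for 1 h at 37 °C. Luminescence was read after 15 min at room temperature.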
GLP1R cytotox: cytotoxicity in counter-screen for GLP-1R inverse agonists | hit rate 0.13% among 410,000 | Potency, µM (doses to about 38.3 µM), for inactives: top-dose activity change, negative = inhibition, hits mostly inhibitors | HEK293 cAMP-luciferase reporter cells, luminescence, 24 h;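 also: loss of luciferase light is scored as toxicity; potency is read from the fitted curve at half-maximal effect; % is scaled to controls: 0 for no effect and ±100 for the full control effect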
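MLSMR compounds, 24 hr on cells at 37 deg C/5% CO2; luminescence after luciferase reagent (12 min RT). Inhibition counted as the undesired cytotoxic outcome.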
GLP-1R inv ag: GLP-1 receptor (human) inverse agonism; AID 624417; P43220; hit rate 1.6% among 410,000; Potency, µM (titrated, usually from 38.3 µM), for the others: top-dose activity change, negative = inhibition, most hits filed as inhibitors; HEK293 GLP-1R CRE-luciferase, luminescence, 24 h; GLP-1R form is constitutively active; also: potency is read from the fitted curve at half-maximal effect; % is scaled to controls: 0 for no effect and ±100 for the full control effect; nearly all actives have a fitted effect of over 55% in size
Target sequence (P43220 whole entry, looked up): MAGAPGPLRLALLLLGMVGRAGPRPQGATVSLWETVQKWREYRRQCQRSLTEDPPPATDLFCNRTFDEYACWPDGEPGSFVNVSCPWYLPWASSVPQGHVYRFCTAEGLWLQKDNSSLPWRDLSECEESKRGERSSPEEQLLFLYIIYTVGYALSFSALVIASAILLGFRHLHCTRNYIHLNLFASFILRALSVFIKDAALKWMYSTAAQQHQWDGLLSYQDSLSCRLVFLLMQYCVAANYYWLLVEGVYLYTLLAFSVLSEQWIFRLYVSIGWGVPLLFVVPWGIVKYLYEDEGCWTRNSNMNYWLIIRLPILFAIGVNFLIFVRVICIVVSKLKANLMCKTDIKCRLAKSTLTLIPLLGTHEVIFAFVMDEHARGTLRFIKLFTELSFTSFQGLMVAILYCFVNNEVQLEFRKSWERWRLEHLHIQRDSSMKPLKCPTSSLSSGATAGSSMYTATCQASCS
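Inverse agonism was detected as reduced cAMP-driven luciferase luminescence after 24 h compound treatment. The cells were HEK293 clones expressing constitutively active human GLP-1R with the reporter. Reporter-only and GPR119 cell lines served as counterscreen controls.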
FUS yeast rescue: suppressors of FUS proteinopathy in yeast; hit rate 0.24% among 390,000; AID 1347120; S. cerevisiae FUS-expressing, growth rescue, OD600, 24 h; Potency, µM (series often up to 76.6 µM), without a hit: at the top dose growth rescue (activation), actives largely listed as activators;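 also: potency is read from the fitted curve at half-maximal effect; plate controls were DMSO vehicle for no effect and reference control for full effect; nearly all actives have a fitted effect of over 55% in size; some results filed as inactive show a strong effect at the top dose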
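Galactose (2%) drives FUS expression in yeast precultured in raffinose; seeding density OD 0.005. Test compounds incubated 24hr at 30C and 99% humidity before absorbance at 600 nm was measured.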
aSyn rescue: inhibitors of alpha-synuclein toxicity in yeast; Yeast expressing alpha-synuclein, growth rescue, BacTiter-Glo, 24 h; Potency, µM (top dose mostly 46.1 µM), for the others: at the highest dose growth rescue (activation), usual class: activators; hit rate 0.14% among 370,000; AID 652106; also: potency is read from the fitted curve at half-maximal effect; % of control where 0% means no effect; nearly all actives have a fitted effect of over 65% in size
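Screening used galactose-induced yeast with toxic alpha-synuclein levels, exposed to compound for 24 hr at 30 deg C. Cell growth, read with BacTiter-Glo luminescence, gave the measured signal.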
Abeta rescue: A-beta toxicity reversal in yeast; yeast expressing A-beta42, growth rescue, OD600, 48 h; response scale: 0% DMSO, 100% iron-clioquinol control; Potency, µM (doses to about 46.1 µM), inactives show at the highest dose growth rescue, most hits filed as activators; hit rate 0.063% among 410,000; also: potency is read from the fitted curve at half-maximal effect; nearly all actives have a fitted effect of over 55% in size
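Growth rescue measured by 600 nm absorbance after 48 h yeast culture at 30 C with compound. Values normalized between DMSO and an equimolar ferric chloride plus clioquinol control.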
TDP43 rescue: inhibitors of TDP-43 toxicity in yeast. Potency, µM (titrated, usually from 46.1 µM), for the others: at the highest dose growth rescue (activation), hits mostly activators. hit rate 1.8% among 410,000. TDP-43 expressing yeast growth rescue, BacTiter-Glo, 24 h. AID 652104; also: potency is read from the fitted curve at half-maximal effect; % of control where 0% means no effect; nearly all actives have a fitted effect of over 50% in size
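Luminescence from BacTiter-Glo reports growth of TDP-43-expressing yeast after 24 hr at 30 deg C with compound. Cells were raffinose-pregrown to mid-log, then seeded in galactose medium at OD600=0.02.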
Starred values were filed as active, the others as inactive; i = inactive; ? = inconclusive; . = not tested or not shown; [ ] = dose if it differs, or a comment. Unless noted, calls follow the shape of the dose curve; as a rule, active = well fitted curve in the direction sought with a large enough effect; inconclusive = small, poorly fitted or top-dose-only effect, or another doubt; inactive = no such curve, though single readings can be large; an effect the other way counts as inactive or inconclusive. A portion of the library. The share of hits here may be higher or lower than overall.

#1 O=C(N/N=C/c1ccncc1)c1ccncc1
#2 O=C(CSc1nc2ccccc2[nH]1)N/N=C/C=C\c1ccccc1[N+](=O)[O-]
#3 Cc1ccc(C(=O)OCC(=O)NCc2ccc3c(c2)OCO3)o1
#4 CN(C)/C=C/C(=O)c1cnc(-c2ccccc2Cl)s1
#5 S=c1[nH]nc(-c2cccnc2)n1/N=C/c1ccccc1
#6 Cc1ccc2nc(NC(=O)C3CCN(S(=O)(=O)c4ccc5c(c4)oc(=O)n5C)CC3)sc2c1
#7 Cc1cc(C)n(C(=O)CNC(=O)c2cccc(F)c2)n1
#8 Nc1nnc(-c2ccc(Cl)c([N+](=O)[O-])c2)s1

Screen / compound no.	1	2	3	4	5	6	7	8
Akt phos inh	i	i	i	i	i	i	i	i
Mm-Cpn inhibitor	.	2%	0%	-7%	1%	0%	-5%	-1%
PTHR1 agonist	-22%	i	i	-11%	-24%	-45%[inhibitor]	-7%	i
GLP1R cytotox	3%	?	-14%	-17%	-16%	8%	21%	4%
GLP-1R inv ag	-1%	-24%	-13%	9%	28%	11%	8%	27%
FUS yeast rescue	-27%	.	10%	7%	-6%	-13%	12%	-22%
aSyn rescue	11%	0%	-17%	-70%[inhibitor]	-3%	-11%	0%	-22%
Abeta rescue	-6%	-5%	6%	-59%[inhibitor]	4%	-15%	-9%	-39%[inhibitor]
TDP43 rescue	-19%	17%	-18%	?	23%	13%	-12%	-3%

Part of the list above, with two lines to a compound.
Below each SMILES: Akt phos inh, Mm-Cpn inhibitor, PTHR1 agonist, GLP1R cytotox, GLP-1R inv ag, FUS yeast rescue, aSyn rescue, Abeta rescue, TDP43 rescue
1) O=C(N/N=C/c1ccncc1)c1ccncc1
 : i, ., -22%, 3%, -1%, -27%, 11%, -6%, -19%
2) O=C(CSc1nc2ccccc2[nH]1)N/N=C/C=C\c1ccccc1[N+](=O)[O-]
 : i, 2%, i, ?, -24%, ., 0%, -5%, 17%
3) Cc1ccc(C(=O)OCC(=O)NCc2ccc3c(c2)OCO3)o1
 : i, 0%, i, -14%, -13%, 10%, -17%, 6%, -18%
4) CN(C)/C=C/C(=O)c1cnc(-c2ccccc2Cl)s1
 : i, -7%, -11%, -17%, 9%, 7%, -70%[inhibitor], -59%[inhibitor], ?
5) S=c1[nH]nc(-c2cccnc2)n1/N=C/c1ccccc1
 : i, 1%, -24%, -16%, 28%, -6%, -3%, 4%, 23%
6) Cc1ccc2nc(NC(=O)C3CCN(S(=O)(=O)c4ccc5c(c4)oc(=O)n5C)CC3)sc2c1
 : i, 0%, -45%[inhibitor], 8%, 11%, -13%, -11%, -15%, 13%
7) Cc1cc(C)n(C(=O)CNC(=O)c2cccc(F)c2)n1
 : i, -5%, -7%, 21%, 8%, 12%, 0%, -9%, -12%
8) Nc1nnc(-c2ccc(Cl)c([N+](=O)[O-])c2)s1
 : i, -1%, i, 4%, 27%, -22%, -22%, -39%[inhibitor], -3%

More compounds follow.
#9 CC1CN(C(=O)c2ccc(COc3ccc4ccccc4c3)o2)CC(C)O1 (stereo not drawn)
#10 CC(C)=CC(=O)N1CC[C@@H](N2CCN(c3ccccc3F)CC2)[C@H](O)C1
#11 Cc1cccc(Nc2nc(Cl)ncc2F)c1C
#12 CC(C)NC(=O)COC(=O)c1cccc(NS(=O)(=O)/C=C/c2ccccc2)c1
#13 COc1ccccc1-n1cnc2cc(C(=O)NC3CCCC3)ccc21
#14 CC1=NN=C(c2ccccc2)C(c2c[nH]c3ccccc23)N1O (stereo not drawn)
#15 Cc1ccc(NC(=O)CN2C(=O)NC(C)(CCc3ccccc3)C2=O)cc1 (stereo not drawn)
#16 O=C(CN1C(=O)C2C3C=CC(C3)C2C1=O)NCc1ccc2c(c1)OCO2 (stereo not drawn)

Screen / compound no.	9	10	11	12	13	14	15	16
Akt phos inh	i	i	i	i	i	i	i	i
Mm-Cpn inhibitor	-4%	0%	1%	2%	3%	0%	2%	0%
PTHR1 agonist	-31%[inhibitor]	-9%	4%	i	i	-3%	i	?
GLP1R cytotox	-36%	0%	-4%	-3%	7%	-29%	-3%	5%
GLP-1R inv ag	-11%	4%	5%	9%	-7%	0%	?	-13%
FUS yeast rescue	22%	-9%	-8%	5%	36%	.	6%	-13%
aSyn rescue	14%	-1%	0%	7%	-5%	4%	6%	-7%
Abeta rescue	18%	-9%	14%	16%	-17%	10%	-20%	6%
TDP43 rescue	23%	-15%	5%	2%	-7%	-1%	-16%	-7%

#17 CN(Cc1ccon1)C(=O)CC1C(=O)NCCN1Cc1cccc(F)c1F (stereo not drawn)
#18 COC(=O)CCC(=O)OC1(C)C(=O)C=C2C=C(C3CC3)N(CCc3c[nH]c4ccccc34)C=C2C1=O (stereo not drawn)
#19 Cc1ccc(NNC(=O)c2c(F)cccc2Cl)cc1Cl
#20 COc1ccc(OCc2cccc(C(=O)Nn3cc([N+](=O)[O-])cn3)c2)cc1
#21 CCc1nnc(NC(=O)CSc2nnc(COc3ccc(C)cc3)n2-c2ccccc2)s1
#22 COc1ccc(C(=O)C2=NN(C(C)=O)CC2c2ccco2)cc1 (stereo not drawn)
#23 Cc1c(C2=CCN(S(=O)(=O)c3ccc(Br)cc3)CC2)c2ccccc2n1C
#24 CCOC(=O)c1cnc2c(ccc3ccccc32)c1Nc1ccccc1OC

Screen / compound no.	17	18	19	20	21	22	23	24
Akt phos inh	i	i	i	i	i	i	i	.
Mm-Cpn inhibitor	-4%	3%	-5%	4%	2%	0%	-3%	.
PTHR1 agonist	i	i	i	-17%[57.5 µM]	i	-7%	i	i
GLP1R cytotox	6%	-12%	-5%	-13%	-25%	3%	-12%	14%
GLP-1R inv ag	-3%	11%	?	-49%	-30%	2%	29%	10%
FUS yeast rescue	.	5%	14%	13%	2%	14%	-4%	-1%
aSyn rescue	3%	-1%	?	-14%	-9%	6%	5%	.
Abeta rescue	7%	4%	-3%	14%	11%	6%	-3%	11%
TDP43 rescue	11%	23%	?	22%	7%	-3%	-4%	18%

#25 COC(=O)c1ccccc1S(=O)(=O)NCc1nc2nc(C)cc(C)n2n1
#26 O=S(=O)(NCCCNS(=O)(=O)c1c(F)cccc1F)c1ccc2c(c1)OCCO2
#27 CN1C(=O)OC2(C)CCc3ccccc3C12C (stereo not drawn)
#28 NS(=O)(=O)c1ccc(CCNC(=O)c2ccc(Cl)cc2[N+](=O)[O-])cc1
#29 COc1ccccc1NC(=O)/C=C/c1cc([N+](=O)[O-])ccc1OC(F)F
#30 Cc1cc(Br)c(NC(=O)c2c(-c3c(Cl)cccc3Cl)noc2C)c(Br)c1
#31 CN(C)S(=O)(=O)c1ccc(N2CCCC2)c(C(=O)NCCc2ccc(F)cc2)c1
#32 COc1ccccc1Cn1c(C)nc2ccccc21

Screen / compound no.	25	26	27	28	29	30	31	32
Akt phos inh	i	.	i	i	i	i	i	i
Mm-Cpn inhibitor	-1%	-2%	-3%	-14%	-4%	?	1%	3%
PTHR1 agonist	i	-55%[inhibitor]	-10%[57.5 µM]	-9%	-5%	i	-4%	-24%
GLP1R cytotox	0%	.	8%	-1%	-6%	0%	4%	-2%
GLP-1R inv ag	5%	.	8%	5%	13%	10%	-3%	-7%
FUS yeast rescue	-7%	-23%	16%	7%	2%	-32%	22%	7%
aSyn rescue	1%	.	0%	0%	0%	15%	2%	-5%
Abeta rescue	-7%	2%	19%	-10%	2%	6%	8%	3%
TDP43 rescue	10%	.	-1%	-15%	-5%	-4%	15%	7%

#33 O=C(Nc1nccs1)c1ccc[nH]c1=O
#34 CCc1ccc2c(CN(CC)Cc3nc4ccccc4c(=O)[nH]3)cc(=O)oc2c1
#35 COc1ccccc1NC1SC(=O)N(c2ccccc2)C1=O (stereo not drawn)
#36 CCCCCCn1c(=O)n2n(c1=O)C[C@]1(OC(=O)NCC3CCCCC3)CN(S(=O)(=O)c3ccc(C)cc3)C[C@]1(O)C2
#37 CCCCNS(=O)(=O)c1ccc(NC(=O)C2CCCO2)cc1 (stereo not drawn)
#38 CC(=O)NCCc1ccc(C(=O)COC(=O)c2cccn2C)cc1
#39 CS(=O)(=O)N(CC(=O)Nc1ccccc1-c1ccccc1)c1ccccc1
#40 COc1cccc(CN2CCN(C(=O)c3cc(-c4ccncc4)nc4ccc(C)cc34)CC2)c1
#41 COc1cc(NC(=O)C2=C(N3CCOCC3)/C(=C/c3ccc(Cl)cc3)CC2)cc(OC)c1OC

Screen / compound no.	33	34	35	36	37	38	39	40	41
Akt phos inh	i	i	i	i	i	i	i	i	i
Mm-Cpn inhibitor	-1%	0%	-1%	.	1%	0%	3%	.	0%
PTHR1 agonist	i	-25%[57.5 µM]	-21%	-53%[inhibitor]	-24%	-3%	i	i	-29%
GLP1R cytotox	4%	-4%	-19%	-20%	39%[activator]	21%	2%	?	-13%
GLP-1R inv ag	15%	11%	-21%	10µM*	60%[activator]	5%	?	?	?
FUS yeast rescue	-2%	4%	15%	40%	10%	19%	20%	26%	20%
aSyn rescue	-25%	5%	0%	5%	-3%	-4%	13%	-8%	-12%
Abeta rescue	-9%	-22%	13%	1%	-2%	-1%	2%	-1%	?
TDP43 rescue	16%	-7%	?	0%	-11%	2%	-15%	4%	5%

Compound activity as filed in PubChem.
